HRas wt GTP bind: changes GTP binding to wildtype human HRas. GST-Ras wt beads, Bodipy-FL-GTP binding, flow cytometry; actives lie on both sides. GTP binding activity, % at 10 µM. actives 0.14% (n = 190,000);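 active = GTP binding activity at least 20% away from the 100% baseline, either lowered as inhibitor or raised as activator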;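 also: 0% = unlabeled GTP competition control and 100% = no-compound control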
Target sequence (P01112 whole entry, looked up): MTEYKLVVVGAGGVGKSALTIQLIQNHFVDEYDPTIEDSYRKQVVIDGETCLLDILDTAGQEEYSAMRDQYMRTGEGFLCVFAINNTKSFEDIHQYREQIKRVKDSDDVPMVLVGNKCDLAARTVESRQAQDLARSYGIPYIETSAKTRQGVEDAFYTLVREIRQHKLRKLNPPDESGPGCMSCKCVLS
Cdc42 wt: human Cdc42 wildtype GTP binding change, either direction; P60953; GST-Cdc42 beads, Bodipy-GTP binding, flow cytometry; actives lie on both sides; percent activity (GTP binding), % at 10 µM; actives 0.2% (n = 190,000); AID 761;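 active = percent activity GTP binding at least 20 points away from the 100% baseline, either down as inhibitor or up as activator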;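 also: median bead fluorescence of bound Bodipy-FL-GTP at 100 nM; 0% = excess unlabeled GTP control and 100% = no compound control; below 100% means less GTP binding so inhibitor and above means activator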
Rab7 wt GTP bind: alters GTP binding to wildtype dog Rab7; GST-Rab7 beads, fluorescent GTP binding, flow cytometry; actives lie on both sides; untreated = 100%, excess cold GTP = 0%; GTP binding activity (percent of control), % at 10 µM; actives 0.055% (n = 190,000); AID 758;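 active = fluorescent GTP binding to Rab7 beads changed by at least 20 points from the 100% baseline, either direction, mostly lower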;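 also: median green fluorescence of bound Bodipy-FL-GTP per Rab7 bead population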
Pf gametocyte: kills late stage P. falciparum gametocytes; P. falciparum stage V gametocytes, ATP luminescence, 24 h; inhibition, % at 10.9 µM; actives 0.065% (n = 150,000); AID 743093;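 active = inhibition above the mean plus 3 SD of compounds within the control limits, set per campaign, cut at about 38% in these data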;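 also: 0% = DMSO wells and 100% = medium only without gametocytes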
Mcl1-Noxa inh: disrupts binding of human Mcl-1 to Noxa peptide; Q07820; TR-FRET Mcl-1/Noxa peptide binding, 2 h; inhibition, % at 21.7 µM; actives 1.5% (n = 220,000); AID 1022;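 active = compounds that cut the protein-peptide binding signal by more than 50% relative to plate controls in a single-dose test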;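 also: His-tagged Mcl-1 with rhodamine Noxa BH3 peptide and terbium anti-His antibody; 0% = Mcl-1 plus Noxa peptide wells and 100% = peptide-only wells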
Target sequence (Q07820 whole entry, looked up): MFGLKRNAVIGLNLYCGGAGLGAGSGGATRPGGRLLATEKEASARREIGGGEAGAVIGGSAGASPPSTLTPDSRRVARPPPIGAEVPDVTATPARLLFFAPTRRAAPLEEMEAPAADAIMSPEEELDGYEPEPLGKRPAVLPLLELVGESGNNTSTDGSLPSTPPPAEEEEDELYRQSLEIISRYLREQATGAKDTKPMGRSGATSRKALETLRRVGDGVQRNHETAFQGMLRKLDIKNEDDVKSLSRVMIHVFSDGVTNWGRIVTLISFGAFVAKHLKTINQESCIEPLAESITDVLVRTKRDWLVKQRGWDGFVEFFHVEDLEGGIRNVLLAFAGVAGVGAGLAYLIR
Rab2 wt GTP: changes GTP binding to wildtype dog Rab2A, up or down; GTP binding activity, % at 10 µM; actives 0.19% (n = 190,000); GST-Rab2 wt beads, Bodipy-GTP binding, flow cytometry;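 active = GTP binding activity at least 20 points away from 100%, either lowered or raised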;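 also: 0% = beads with excess unlabeled GTP and 100% = no-compound control corrected for plate trend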
Avidin bead fluor: avidin bead compound fluorescence profile | Avidin beads, compound fluorescence 488/530 nm, flow cytometry; stronger effect = higher value | fluorescence (KMESF) at 10 µM | actives 0.38% (n = 220,000) | AID 1775; in the data active = fluorescence above about 47; also: inactives centre near 10
Rac1 wt modul: alters GTP binding to wildtype human Rac1; P63000; GST-Rac1 beads, fluorescent GTP binding, flow cytometry; actives lie on both sides; 0 = cold GTP competed, 100 = untreated; GTP binding activity (% of control), % at 10 µM; actives 0.27% (n = 190,000); AID 757;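 active = GTP binding activity at least 20 points away from the 100% control level, either lower or higher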
Rac1 act GTP bind: alters GTP binding to activated mutant human Rac1; actives 0.11% (n = 190,000); percent activity (GTP binding), % at 10 µM; P63000; GST-Rac1 activated beads, fluorescent GTP binding, flow cytometry; actives lie on both sides; 100% means binding = to untreated wells;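 active = GTP binding at least 20 percentage points away from the 100% baseline, in either direction, so actives lie on both sides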
Mcl-1 Bim block: human Bim-Mcl-1 interaction inhibition. Q07820. Bead-based flow cytometry, Bim peptide-Mcl-1 binding. inhibition, % at 10 µM. actives 0.1% (n = 190,000). AID 1009; in the data active = inhibition above about 40%;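 also: 0% = no compound tracer wells and 100% = peptide blocker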
Mcl1 Bid PPI: disrupts binding of human Mcl-1 to Bid peptide | TR-FRET Mcl-1/Bid-Dy647 peptide binding, 1536-well | actives 0.97% (n = 220,000) | inhibition, % at 21.7 µM | AID 1021 | Q07820;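 active = compounds that cut the binding signal by more than half at the single screening dose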;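 also: His-tagged Mcl-1 with europium anti-His antibody binding Bid BH3 peptide; 0% = Mcl-1 plus peptide wells and 100% = peptide-only wells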
Numbers without * were called inactive; / = no result given.

Assay codes – A = HRas wt GTP bind; B = Cdc42 wt; C = Rab7 wt GTP bind; D = Pf gametocyte; E = Mcl1-Noxa inh; F = Rab2 wt GTP; G = Avidin bead fluor; H = Rac1 wt modul; I = Rac1 act GTP bind; J = Mcl-1 Bim block; K = Mcl1 Bid PPI
Structure: CC(C)(C)NC(=O)NC(=O)CSc1nncs1
  A: 99 | B: 96 | C: 98 | D: 22 | E: 2 | F: 95 | G: 12 | H: 100 | I: 95 | J: -1 | K: -16
Structure: Cc1ccsc1/C=N/NC(=O)CSCc1ccc(Cl)cc1
  A: 98 | B: 99 | C: 102 | D: / | E: 7 | F: 98 | G: 11 | H: 99 | I: 97 | J: 2 | K: 9
Structure: COc1ccc(-c2csc(-n3ncc(-c4cccs4)c3N)n2)cc1
  A: 95 | B: 95 | C: 94 | D: -7 | E: -1 | F: 93 | G: 15 | H: 97 | I: 96 | J: -4 | K: -9
Structure: C(=N\Nc1nc(-c2ccccc2)cs1)/c1cccnc1
  A: 101 | B: 101 | C: 102 | D: / | E: 26 | F: 101 | G: 34 | H: 103 | I: 100 | J: -1 | K: 5
Structure: CN(Cc1ccc(F)cc1)C(=O)c1ccc2c(c1)NC(=O)CS2
  A: 96 | B: 97 | C: 97 | D: 12 | E: 0 | F: 99 | G: 65* | H: 97 | I: 98 | J: -5 | K: -26
Structure: O=C(CSc1ccccn1)N1CCOCC1
  A: 102 | B: 99 | C: 104 | D: 7 | E: 2 | F: 98 | G: 3 | H: 105 | I: 102 | J: -23 | K: -17
Structure: CCOc1ccc(NC(=O)c2ccccc2OC)cc1
  A: 96 | B: 95 | C: 98 | D: / | E: 42 | F: 96 | G: 15 | H: 95 | I: 96 | J: 0 | K: -13
Structure: Cc1ccc(NC(=O)C2CCN(S(=O)(=O)c3c(C)n[nH]c3C)CC2)nc1
  A: 104 | B: 103 | C: 101 | D: 23 | E: 5 | F: 102 | G: 14 | H: 101 | I: 99 | J: 0 | K: -12
Structure: CCCOC(=O)Nc1cc(OC)ccc1[N+](=O)[O-]
  A: 94 | B: 95 | C: 93 | D: / | E: 29 | F: 93 | G: 10 | H: 97 | I: 94 | J: -1 | K: -13
Structure: CC1CC(C(F)(F)F)n2ncnc2N1 (centres undefined)
  A: 107 | B: 107 | C: 100 | D: / | E: -2 | F: 106 | G: 14 | H: 105 | I: 103 | J: -2 | K: 0
Structure: COc1ccccc1Oc1ccc(-c2cnc3ccccc3n2)cc1[N+](=O)[O-]
  A: 100 | B: 99 | C: 104 | D: 12 | E: 9 | F: 100 | G: 9 | H: 101 | I: 99 | J: 2 | K: -32
Structure: Cc1cc(N2CCOCC2)n2nc(C)c(-c3ccccc3)c2n1
  A: 97 | B: 96 | C: 91 | D: -19 | E: 8 | F: 92 | G: 12 | H: 97 | I: 94 | J: 2 | K: -83
Structure: O=C(CSc1ccc(-c2ccccn2)nn1)N1CCCc2ccccc21
  A: 100 | B: 99 | C: 103 | D: 5 | E: 14 | F: 101 | G: 10 | H: 102 | I: 97 | J: 1 | K: -27
Structure: Cc1ccc(S(=O)(=O)NNC(=O)c2cccnc2)cc1
  A: 95 | B: 98 | C: 99 | D: / | E: -17 | F: 97 | G: 24 | H: 103 | I: 98 | J: -1 | K: -24
Structure: Cc1ccsc1C1Nc2ccc3ncccc3c2C2=C1C(=O)CCC2 (centres undefined)
  A: 100 | B: 100 | C: 100 | D: -8 | E: 29 | F: 99 | G: 14 | H: 106 | I: 99 | J: -4 | K: 12

Shown as a hit in Avidin bead fluor (from the list above):
Compound | HRas wt GTP bind | Cdc42 wt | Rab7 wt GTP bind | Mcl1-Noxa inh | Rab2 wt GTP | Avidin bead fluor | Rac1 wt modul | Rac1 act GTP bind | Mcl-1 Bim block | Mcl1 Bid PPI
CN(Cc1ccc(F)cc1)C(=O)c1ccc2c(c1)NC(=O)CS2 | 96 | 97 | 97 | 0 | 99 | 65* | 97 | 98 | -5 | -26

An excerpt of these results, in CSV form:
SMILES,HRas wt GTP bind,Cdc42 wt,Rab7 wt GTP bind,Pf gametocyte,Mcl1-Noxa inh,Rab2 wt GTP,Avidin bead fluor,Rac1 wt modul,Rac1 act GTP bind,Mcl-1 Bim block,Mcl1 Bid PPI
Cc1ccsc1/C=N/NC(=O)CSCc1ccc(Cl)cc1,98,99,102,/,7,98,11,99,97,2,9
CN(Cc1ccc(F)cc1)C(=O)c1ccc2c(c1)NC(=O)CS2,96,97,97,12,0,99,65*,97,98,-5,-26
CCCOC(=O)Nc1cc(OC)ccc1[N+](=O)[O-],94,95,93,/,29,93,10,97,94,-1,-13

(more compounds)
Values run as follows: HRas wt GTP bind | Cdc42 wt | Rab7 wt GTP bind | Pf gametocyte | Mcl1-Noxa inh | Rab2 wt GTP | Avidin bead fluor | Rac1 wt modul | Rac1 act GTP bind | Mcl-1 Bim block | Mcl1 Bid PPI
Cc1ccc(NCc2nnc(SCC(=O)N3CCCc4ccccc43)o2)c(C)c1
 : 102 | 102 | 100 | / | 15 | 99 | 13 | 104 | 99 | -4 | -19
Cc1c(NC(=O)CN2C(=O)C(=O)c3ccccc32)c(=O)n(-c2ccccc2)n1C
 : 98 | 94 | 98 | 3 | -15 | 95 | 10 | 95 | 93 | 1 | -13
O=c1[nH]c2cc3c(cc2cc1CN(CC1CCCO1)S(=O)(=O)c1ccccc1)OCCO3 (centres undefined)
 : 98 | 105 | 94 | / | 12 | 98 | 32 | 106 | 97 | -3 | 4
CCOC(=O)C1C(=O)NC(N2CCCCC2)=NC1c1ccccc1 (centres undefined)
 : 107 | 104 | 105 | 2 | 15 | 107 | 4 | 106 | 100 | -5 | 8
CNC1=CC(=O)CC(c2ccccc2)C1 (centres undefined)
 : 94 | 94 | 102 | -24 | -4 | 97 | 11 | 97 | 94 | -2 | -11
COc1nccnc1NS(=O)(=O)c1ccc(NC(=S)NC(=O)c2ccc(F)cc2)cc1
 : 100 | 99 | 100 | 1 | 31 | 97 | 12 | 98 | 95 | -4 | -40
